Compound activity from PubChem BioAssay.
H9c2 TAG inh = inhibitors of triacylglycerol accumulation, primary screen, cell-based, uHTS, fluorescence, H9c2; 230,000 tested, 0.66% active; inhibition, % at 12.5 µM; AID 651582, 2012; H9c2 cells, Nile Red lipid (TAG) fluorescence; cells loaded with 200 µM oleic acid;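 active = pattern-corrected inhibition of lipid staining of at least 50% with the nuclear-stain viability signal not falling by more than 50%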;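 note: 0% = DMSO wells and 100% = triacsin C control wells; some results filed as inactive read as strong as hits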
H9c2 TAG inh DAPI viability = recorded beside H9c2 TAG inh, whose call it bears; DAPI nuclei signal change (viability), lower = more cytotoxic, %;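 whole-well DAPI fluorescence read on a plate reader as a viability signal; minus 50 percent equals half of cells still viable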
Starred values were filed as active, the others as inactive. An excerpt; rates above refer to the full screens.

SMILES | H9c2 TAG inh | H9c2 TAG inh DAPI viability
O=C(NCc1ccccc1)c1cc(C2COCCN2C(=O)c2ccc(Cl)cc2)on1 (stereo not given) | 8 | -12
COc1ccc2c(c1)OC[C@H]1[C@H]2N2C(=O)CN(Cc3ccccc3)C(=O)[C@@]2(C)[C@H]1c1ccccc1 | 3 | 3
CCN(CC)c1ccc(C(=O)N/N=C(\C)c2cccnc2)cc1 | 3 | 4
O=C(CCc1nnc(-c2ccc(-c3ccccc3)cc2)o1)NCCc1ccccn1 | 3 | -2
Cc1[nH]n(-c2ccccc2)c(=O)c1C=NC1CCCCCC1 | -9 | 3
CC(C)NC(=O)c1ccc2c(=O)n(CC3CCCO3)c(=S)[nH]c2c1 (stereo not given) | 5 | -4
CC(C)CC(=O)Nc1ncnc2c1C(=O)CC(C)(C)C2 | 17 | 2
O=C1N2CCSC2=NC1(Nc1ccccn1)C(F)(F)F (stereo not given) | 2 | -7
Cn1c(=O)cc(C(=O)N/N=C/c2ccc(F)cc2)[nH]c1=O | -12 | 5
O=C(Cc1ccccc1[N+](=O)[O-])N1CCN(c2ccccc2F)CC1 | -3 | 6
CCOC(=O)C1=C(c2ccccc2)OC(N)=C(C#N)C1c1cccnc1 (stereo not given) | -3 | 4
Cc1ccc(S(=O)(=O)Nc2cc3c4c(c2)CC(=O)N4CCC3)cc1 | -1 | -4
CCCN(CCC)S(=O)(=O)c1ccc(C(=O)N2CC3CCC(CC3)C2)cc1 | -11 | -18
Cc1ccc(-c2oc3ccccc3c(=O)c2O)cc1 | 10 | 7
Cc1ccc2c(c1Br)/C(=N/N1C(=O)c3ccccc3C1=O)C(=O)N2 | -3 | -10
C=CCS(=O)(=O)N1CCCC(C(=O)c2cccc(Cl)c2)C1 (stereo not given) | 7 | -7
Cc1ccc(OCCSCc2nnc(NC(=O)Nc3cccc(Cl)c3)s2)cc1 | -24 | 7
COc1ccc(CCNC(=O)c2ccc(NS(=O)(=O)c3ccc4[nH]c(=O)[nH]c4c3)cc2)cc1 | 5 | -3
CCOc1ccc2nc(NC(=O)c3cnccn3)sc2c1 | 5 | -6
COc1ccc(N2C(=O)CCC2(C(N)=O)c2ccccc2)cc1 (stereo not given) | 4 | 0
O=C(c1ccc(F)cc1)N1CCCC(c2ccccc2)C1 (stereo not given) | 1 | -8
C[C@@H]1CN([C@@H](C)CO)S(=O)(=O)c2ccc(Br)cc2O[C@H]1CN(C)Cc1ccc(-c2ccccc2)cc1 | -56 | -11
CC(C)Sc1ccc(C(=O)Nc2ccc(F)cc2F)cn1 | -3 | -8
COC(=O)c1cc(S(=O)(=O)C(C)C)c(S(C)=O)s1 (stereo not given) | -3 | 5
CCN(CC)CCOC(=O)c1cc(Cl)c(N)cc1OC | -1 | -2
CC(=O)c1c(C)[nH]c(C(=O)COC(=O)C2CC2)c1C | 2 | -1
O=C(Nc1ccncc1)c1ccc(Cl)c(S(=O)(=O)N2CCCC2)c1 | -4 | -1
COc1ccc(CN2CCC(C(=O)N(C)CCc3ccc(OC)c(OC)c3)CC2)c(OC)c1 | 8 | -2
O=C(Cn1cc(C(F)(F)F)cc(Cl)c1=O)NC1CCS(=O)(=O)C1 (stereo not given) | -16 | 2
Cc1ccc(S(=O)(=O)NCC(=O)NCC2COc3ccccc3O2)cc1C (stereo not given) | -18 | -2
CS(=O)(=O)NNC(=O)c1cc2cc3ccccc3nc2s1 | 2 | -17
CCN(Cc1ccccc1)C(c1ccc(C)cc1)c1nnnn1C(C)(C)CC (stereo not given) | -18 | 1
Cc1cc(C)c(NC(=O)c2cccc(NC(=O)c3ccco3)c2)c(C)c1 | 4 | -13
N#CC1=C(SCC(N)=O)NC(=O)CC1c1cccc2ccccc12 (stereo not given) | 4 | -5
Cc1ccc(NC(=O)CCNCc2ccco2)cc1S(=O)(=O)N(C)C | 12 | -2
NS(=O)(=O)c1ccc(NC(=O)CSc2ncccn2)cc1 | 8 | -2
CC1(C)C2CCC1(CS(=O)(=O)N1CCN(c3ccc(F)cc3)CC1)C(=O)C2 (stereo not given) | 0 | -6
CCC(C)(C)C1CCC2(CC1)NC(=S)N(c1ccccc1)N2 (stereo not given) | -12 | -4
COc1ccc(CC(=O)N2CCN(c3ccccn3)CC2)cc1OC | -11 | -8
O=[N+]([O-])c1ccc(C2OCCO2)cc1CS(=O)(=O)c1ccccc1 | -12 | 2

Some of the entries so far, as tab-separated lines.
canonical_smiles	H9c2 TAG inh	H9c2 TAG inh DAPI viability
Cn1c(=O)cc(C(=O)N/N=C/c2ccc(F)cc2)[nH]c1=O	-12	5
O=C(Nc1ccncc1)c1ccc(Cl)c(S(=O)(=O)N2CCCC2)c1	-4	-1
CC(C)CC(=O)Nc1ncnc2c1C(=O)CC(C)(C)C2	17	2
CC(C)NC(=O)c1ccc2c(=O)n(CC3CCCO3)c(=S)[nH]c2c1 (stereo not given)	5	-4
CS(=O)(=O)NNC(=O)c1cc2cc3ccccc3nc2s1	2	-17
O=C(NCc1ccccc1)c1cc(C2COCCN2C(=O)c2ccc(Cl)cc2)on1 (stereo not given)	8	-12

Following part:
SMILES | H9c2 TAG inh | H9c2 TAG inh DAPI viability
Cc1nc(SCC(=O)NNC(=O)c2cccs2)[nH]c(=O)c1C | -6 | 13
CNC(=S)N/N=C(\C)c1ccc(Cl)c(Cl)c1 | 9 | -1
COc1ccccc1C1CN=NC12CCCc1ccccc1C2=O (stereo not given) | -8 | -15
COCCNc1oc(-c2ccc(F)cc2)nc1C#N | -8 | 1
COC(=O)Cn1c(CN2CCN(c3ccc(F)cc3)CC2)nc2c1c(=O)n(C)c(=O)n2C | -15 | -8
C=C(C)CSc1nc(N)cc(=O)[nH]1 | -4 | -2
CCCCn1c(=S)[nH]c2cc(S(=O)(=O)N3CCOCC3)ccc21 | -13 | -6
CC(=O)C1=C(O)C2(C)c3c(O)c(C)c(O)c(C(C)=O)c3OC2CC1=O (stereo not given) | 1 | -5
COc1ccc(NC(=O)C[C@H]2C(=O)N(c3ccccc3)C[C@@H]2C)cc1 | -7 | 5
Cc1ccc(NC(=O)c2ccccc2)cc1-n1cnnn1 | -11 | 3
O=C(c1cc(-c2ccccc2Cl)nc2ccccc12)N1CCC1 | 6 | 2
C=CCn1c(C)cc(C(=O)COC(=O)CCc2cc(OC)c(OC)c(OC)c2)c1C | 15 | -1
Cn1cc(/C=C2\SC(=O)N(c3ccc(O)cc3)C2=O)c2ccccc21 | 2 | 5
Cc1cc(NS(=O)(=O)c2ccc(NC(=O)CSc3nc4ncccc4[nH]3)cc2)nc(C)n1 | 15 | -12
Cc1cc(SCC(=O)N(CC(C)C)c2c(N)n(CC(C)C)c(=O)[nH]c2=O)nc2ccccc12 | -10 | -6
CCC(=O)Nc1ccc(C(=O)OCc2ccccc2)cc1 | 6 | -15
O=C(OCc1nc2ccccc2s1)c1ccccc1O | 2 | 1
CSCCC(NS(=O)(=O)/C=C/c1ccccc1)C(=O)O (stereo not given) | 8 | 4
CN1CCC/C1=C1/C(=O)N(c2ccccc2)N=C1NC(=O)Nc1cccc(Cl)c1 | 12 | -3
CCOC(=O)c1ccccc1NC(=O)COC(=O)CSCC(=O)Nc1cc(C)on1 | 9 | -4
Cn1c(N)c(C(=O)CSc2nnc(NC3CCCCC3)s2)c(=O)n(C)c1=O | -2 | 16
O=C(NCc1ccc2c(c1)OCO2)c1ccc2c(c1)C(=O)N(Cc1cccnc1)C2=O | 4 | 0

Sorted by formula weight (high to low): four of the compounds above.
SMILES | H9c2 TAG inh | H9c2 TAG inh DAPI viability
Cc1cc(SCC(=O)N(CC(C)C)c2c(N)n(CC(C)C)c(=O)[nH]c2=O)nc2ccccc12 | -10 | -6
Cn1c(N)c(C(=O)CSc2nnc(NC3CCCCC3)s2)c(=O)n(C)c1=O | -2 | 16
COCCNc1oc(-c2ccc(F)cc2)nc1C#N | -8 | 1
C=C(C)CSc1nc(N)cc(=O)[nH]1 | -4 | -2

Six entries from above, set out differently.
Below each SMILES – H9c2 TAG inh	H9c2 TAG inh DAPI viability
COC(=O)Cn1c(CN2CCN(c3ccc(F)cc3)CC2)nc2c1c(=O)n(C)c(=O)n2C
  -15	-8
COCCNc1oc(-c2ccc(F)cc2)nc1C#N
  -8	1
CCCCn1c(=S)[nH]c2cc(S(=O)(=O)N3CCOCC3)ccc21
  -13	-6
CSCCC(NS(=O)(=O)/C=C/c1ccccc1)C(=O)O (stereo not given)
  8	4
CC(=O)C1=C(O)C2(C)c3c(O)c(C)c(O)c(C(C)=O)c3OC2CC1=O (stereo not given)
  1	-5
Cc1cc(NS(=O)(=O)c2ccc(NC(=O)CSc3nc4ncccc4[nH]3)cc2)nc(C)n1
  15	-12
